GALK inh: qHTS Assay for Inhibitors of Human Galactokinase (GALK); 0.007% of 270,000 active; Potency, µM (titrated, usually from 57.5 µM), without a hit: top-dose activity change, negative = inhibition, usual class: inhibitors; P51570; Purified GALK, Kinase-Glo residual ATP luminescence; further: potency means the concentration at half of the fitted maximal effect; on the % scale 0 is the no-effect control and ±100 the full control effect
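Quantitative HTS: GALK 5 nM, ATP 35 uM, galactose 100 uM, 1 h room temperature, then luciferase-based ATP detection.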
FBPA coupling cs: qHTS Assay for Inhibitors of Fructose-1,6-bisphosphate Aldolase from Giardia Lamblia: Coupling assay counterscreen; 0.67% of 290,000 active; activity change, negative = inhibition, % at 58.2 µM, hits read low; coupling enzyme system counterscreen, AmpLite Red fluorescence; AID 2472, 2010; in the data active means activity change below about -30%; further: on the % scale 0 is the no-effect control and ±100 the full control effect
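Counterscreen lacking aldolase: glyceraldehyde-3-phosphate coupling-enzyme reagent preincubated 10 min at RT with compound (at 57.5 uM final), then substrate/coupling system with AmpLite Red added; fluorescence read at 525/598 nm after 20 min RT.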
S-ASM inh: Inhibitors of Secretory Acid Sphingomyelinase (S-ASM): qHTS; Sphingomyelin phosphodiesterase (Homo sapiens), P17405; placental ASM, HMU-PC fluorogenic substrate, 60 min; Potency, µM (highest dose often 57.5 µM), for inactives: at the highest dose activity change, negative = inhibition, most hits filed as inhibitors; 0.006% of 340,000 active; further: potency means the concentration at half of the fitted maximal effect
Target sequence (P17405 47-631 limits assumed): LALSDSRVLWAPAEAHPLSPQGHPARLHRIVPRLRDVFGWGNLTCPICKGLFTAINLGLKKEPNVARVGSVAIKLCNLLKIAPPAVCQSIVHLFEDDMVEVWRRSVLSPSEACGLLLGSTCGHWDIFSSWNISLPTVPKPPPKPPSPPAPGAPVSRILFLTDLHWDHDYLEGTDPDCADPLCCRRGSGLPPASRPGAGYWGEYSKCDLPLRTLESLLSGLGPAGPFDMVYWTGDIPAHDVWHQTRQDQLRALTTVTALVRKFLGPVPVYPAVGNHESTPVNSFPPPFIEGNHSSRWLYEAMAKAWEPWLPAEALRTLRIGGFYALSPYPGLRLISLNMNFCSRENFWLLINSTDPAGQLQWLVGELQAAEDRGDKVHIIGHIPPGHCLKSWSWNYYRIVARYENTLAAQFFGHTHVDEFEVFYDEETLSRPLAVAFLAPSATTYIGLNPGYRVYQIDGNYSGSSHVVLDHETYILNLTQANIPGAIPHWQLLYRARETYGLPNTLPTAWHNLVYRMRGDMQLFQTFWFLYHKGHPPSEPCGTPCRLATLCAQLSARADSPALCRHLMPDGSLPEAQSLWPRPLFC
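qHTS format. ASM enzyme prepared from human placenta hydrolyses the fluorogenic substrate HMU-PC0 (9 uM final) over 60 min at 37 °C after a 10 min compound preincubation.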
Tb PFK block: qHTS Assay to Find Inhibitors of T. brucei phosphofructokinase; ATP-dependent 6-phosphofructokinase (Trypanosoma brucei brucei), O15648; T. brucei PFK, ADP-Glo luminescence; Potency, µM (series often up to 57.5 µM), for inactives: at the highest dose activity, negative = inhibition, most hits filed as inhibitors; 0.17% of 330,000 active;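 further: potency means the concentration at half of the fitted maximal effect; 0% = uninhibited 1x PFK enzyme wells and -100% = no-enzyme wells; nearly all actives have a fitted effect of over 60% in size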
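1.25 nM PFK with 0.5 mM F6P and 0.1 mM ATP in 0.1 M TEA pH 8.0, 5 mM MgCl2, incubated 45 min at room temperature; ADP measured by ADP-Glo luminescence; compounds titrated up to 57 uM.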
PTAP TSG101 blk: qHTS Assay for Iinhibitors of HIV-1 Budding by Blocking the Interaction of PTAP/TSG101; Potency, µM (top dose mostly 115 µM), inactives show at the top dose activity change, negative = inhibition, actives largely listed as inhibitors; 340,000 tested, under 10 active; Tumor susceptibility gene 101 protein (Homo sapiens), Q99816; AID 493005, 2010; Fluorescence polarization, FITC-PTAP peptide / Tsg101 binding; active means well fitted inhibition curve with a large enough effect in the main read-out, with a control signal flat, not every such curve was filed as active; inconclusive means small, poorly fitted or top-dose-only effect, or effect the other way, or a change in a side signal; inactive means no such curve, though single readings can be large or run the other way; further: potency means the concentration at half of the fitted maximal effect; % of control where 0% means no effect
Target sequence (Q99816 whole entry, looked up): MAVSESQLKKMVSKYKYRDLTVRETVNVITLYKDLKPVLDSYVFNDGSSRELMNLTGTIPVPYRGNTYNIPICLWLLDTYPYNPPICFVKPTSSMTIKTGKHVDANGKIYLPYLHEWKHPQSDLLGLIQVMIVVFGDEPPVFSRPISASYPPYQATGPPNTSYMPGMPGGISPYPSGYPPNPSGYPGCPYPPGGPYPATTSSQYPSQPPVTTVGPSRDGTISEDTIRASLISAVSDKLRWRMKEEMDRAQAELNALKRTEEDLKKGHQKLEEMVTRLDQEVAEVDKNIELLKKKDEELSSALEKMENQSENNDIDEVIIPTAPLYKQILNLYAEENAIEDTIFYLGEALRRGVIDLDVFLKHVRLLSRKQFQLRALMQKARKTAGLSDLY
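Tsg101 binding domain (10 uM final) was mixed with compound and a FITC-labeled PTAP peptide (50 nM final) in HEPES pH 7.5 buffer with NaCl, Tween 20, EDTA and TCEP; fluorescence polarization was read after 20 min at r.t.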
Menin MLL FP TR: qHTS Assay for Inhibitors Targeting the Menin-MLL Interaction in MLL Related Leukemias: Competition With Texas Red Labeled MLL-derived Mutant Peptide. O00255. Menin + Texas Red MLL mutant peptide, fluorescence polarization. Potency, µM (series often up to 61.6 µM), without a hit: top-dose FP activity change, negative = inhibition, most hits filed as inhibitors. 0.23% of 270,000 active. AID 1768, 2009; active means well fitted inhibition curve with a large enough effect in the polarisation, with a control signal flat, not every such curve was filed as active; inconclusive means small, poorly fitted or top-dose-only effect, or effect the other way, or a change in a side signal; inactive means no such curve, though single readings can be large or run the other way; the % refers to the polarisation; further: potency means the concentration at half of the fitted maximal effect; % of control where 0% means no effect; many of its hits are not listed in these tables
BCR signal inh: qHTS Assay to Find Inhibitors of Chronic Active B-Cell Receptor Signaling. ABC-DLBCL IkBa-CBG/CBR reporter, luminescence ratio, 4 h. Potency, µM (titrated, usually from 46.1 µM), for the others: top-dose ratio change, negative = lower green/red ratio, usual class: inhibitors. 0.05% of 340,000 active. AID 493014, 2011; active means well fitted inhibition curve with a large enough effect in the signal ratio, with a control signal flat, not every such curve was filed as active; inconclusive means small, poorly fitted or top-dose-only effect, or effect the other way, or a change in a side signal; the % refers to the signal ratio;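 further: potency means the concentration at half of the fitted maximal effect; plate controls were basal doxycycline-induced cells for no effect and cells given 10 µM MG132 for full effect; MG132 reads +100%, hits lower the ratio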
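TMD8 ABC-DLBCL cells carrying doxycycline-inducible green luciferase fused to IkappaBalpha plus unfused red luciferase were exposed to compounds (up to 46 uM) for 4 hrs at 37C. Activity came from the overlap-corrected green/red luminescence ratio.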
PKM2 activator: qHTS Assay for Activators of Human Muscle isoform 2 Pyruvate Kinase. Potency, µM (top dose mostly 57.5 µM), inactives show at the highest dose activation, most hits filed as activators. purified PKM2, Kinase-Glo ATP luminescence, activation; response scale: 0% is enzyme alone, no compound. Pyruvate kinase PKM (Homo sapiens), P14618. 0.34% of 260,000 active; further: potency means the concentration at half of the fitted maximal effect; on the % scale 0 is the no-effect control and ±100 the full control effect; nearly all actives have a fitted effect of over 55% in size
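Kinase-Glo luminescence reports ATP generated from ADP (0.1 mM) and PEP (0.5 mM) by purified hPK-M2 after 1 h at room temperature, pH 7.2 imidazole buffer; intermediate enzyme activity allows detecting inhibitors and activators.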
B2AR arrestin: qHTS assay of beta-arrestin-biased ligands of beta2-adrenergic receptor; 0.02% of 330,000 active; AID 492947, 2010; Beta-2 adrenergic receptor (Homo sapiens), P07550; Potency, µM (highest dose often 46.1 µM), inactives show top-dose activation, usual class: activators; beta-arrestin recruitment to beta2AR, cell-based reporter;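 further: potency means the concentration at half of the fitted maximal effect; 0% = DMSO controls and full agonism = EC100 isoproterenol or metaproterenol; nearly all actives have a fitted effect of over 65% in size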
Integrin act MD: qHTS for Activators of Integrin-Mediated Alleviation for Muscular Dystrophy. alpha7betagal myoblasts, beta-gal FDG fluorescence, 48 h. Potency, µM (top dose mostly 38.3 µM), without a hit: top-dose activation, actives largely listed as activators. AID 624291, 2012. 0.064% of 350,000 active;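 further: potency means the concentration at half of the fitted maximal effect; 100% = response of the positive control SU9516; nearly all actives have a fitted effect of over 60% in size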
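Alpha7betagal+/- myoblasts (passage 13) were plated 16-24 hr, then exposed to compounds (1:260 dilution of DMSO stock) for 48 hours at 37C. After MPER lysis, β-galactosidase reporter activity was read as FDG fluorescence (ex 480/em 540) after 30 minutes.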
Giardia killer: Small Molecules that selectively kill Giardia lamblia: qHTS | Giardia lamblia trophozoite viability | activity change, % at 7.66 µM, hits read low | 0.15% of 340,000 active | AID 540267, 2011; in the data active means activity change below about -80%; inconclusive means between about -30% and that limit;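 further: parasites exposed to compound for two days anaerobically before the ATP read; on the % scale 0 is the no-effect control and ±100 the full control effect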
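Luminescence from cellular ATP indicates surviving trophozoites (100 cells/well) following 48 hrs anaerobic compound treatment at 37 deg C; signal develops 15-30 min at room temperature.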
* marks the source's active call; other numbers are inactive results; ? = inconclusive; . = no result given; [ ] = another dose, or the depositor's remark. Unless noted, the call rests on the fitted dose curve; in most records, active means well fitted curve in the direction sought with a large enough effect; inconclusive means small, poorly fitted or top-dose-only effect, or another doubt; inactive means no such curve, though single readings can be large; an effect the other way counts as inactive or inconclusive.

no.	Structure	GALK inh	FBPA coupling cs	S-ASM inh	Tb PFK block	PTAP TSG101 blk	Menin MLL FP TR	BCR signal inh	PKM2 activator	B2AR arrestin	Integrin act MD	Giardia killer
1	CCC(CC)c1nnc(NC(=O)C2=COCCO2)s1	.	.	2%	0%	4%	.	-19%	.	-1.8%	14%	23
2	CCCOc1ccc(NC(=O)CC2C(=O)N(Cc3ccccc3)C(=S)N2Cc2cccs2)cc1 (stereo unspecified)	-1%	-8	-1%	-11%	-7%	?	?	-9%	-1.7%	?	-9
3	Cc1cc(Cl)c(C)c(S(=O)(=O)N2CCN(C(=O)C3CCCO3)CC2)c1Cl (stereo unspecified)	.	.	0%	-6%	-3%	.	0%	.	-0.3%	0%	-9
4	CC(C)CCN1CCNC(=O)C1CC(=O)NCCCN1CCOCC1 (stereo unspecified)	7%	-2	5%	1%	-7%	1%	1%	-1%[0.46 µM]	-0.3%	-29%	-25
5	CCOC(=O)c1[nH]cc(-c2ccccc2)c1N1CCOCC1	2%	0	1%	-5%	-5%	-10%	3%	-17%	0.1%	-2%	-12
6	CCCCSc1ncnc2[nH]ncc12	-2%	1	-2%	-8%	-1%	.	-9%	12%	0.1%	-8%	-24
7	Cc1nc(NC(=O)CSc2nnc(C)n2CC2CCCO2)sc1C (stereo unspecified)	-2%	1	3%	11%	-9%	-5%	-12%	-6%	0.2%	22%	-10
8	COc1cccc(CNC(=O)CN2C(=O)NC(Cc3ccccc3)(c3ccccc3)C2=O)c1 (stereo unspecified)	.	.	-2%	-2%	0%	.	-5%	.	0.6%	-12%	-5
9	Cc1ccc(SC(C)c2nc(-c3ccccc3)no2)cc1 (stereo unspecified)	0%	2	-7%	0%	-2%	0%	?	4%	0.0%	-5%	-5
10	O=C(CNc1n[nH]c(=O)[nH]c1=O)N/N=C/C=C/c1ccccc1	-2%	-2	2%	2%	-1%	.	6%	1%	0.2%	-28%	14
11	Cc1ccc(N(C)S(=O)(=O)c2cccc(C(=O)Nc3ccc(N4CCOCC4)cc3)c2)cc1	.	.	-9%	-4%	-4%	.	-6%	.	0.3%	-43%	-6
12	CCOC(=O)CNS(=O)(=O)c1cc(-c2n[nH]c(=O)c3ccccc23)ccc1C	8%	1	1%	3%	-7%	-11%	?	3%	-0.6%	-8%	10
13	O=C(NCc1ccco1)c1ccc2ccccc2n1	-1%	1	-3%	3%	-3%	7%	0%	-13%	0.1%	-6%	4
14	Cc1ccc(-c2nc(C)c(C(=O)O)s2)cc1	8%	8	0%	-2%	-2%	-11%	?	-15%	-0.7%	-7%	-14
15	O=C(/C=C/c1cccc(F)c1)N(c1ccccn1)C1CCCCC1	-1%	2	-1%	5%	0%	6%	1%	-4%	1.6%	11%	4
16	Nc1nnn(Cc2ccccc2)n1	-1%	-1	-2%	5%	-3%	1%	5%	-4%	0.2%	0%	19
17	CCOc1ccc(NC(=O)N2CCC(NC(=O)c3ccco3)CC2)cc1	0%	1	-3%	-11%	1%	2%	?	-5%	-0.2%	-11%	11
18	COc1cccc(NC(=O)C(C#N)Cc2ccncc2)c1 (stereo unspecified)	20%	1	-3%	-16%	-5%	3%	-1%	0%	0.2%	12%	-13
19	CCNC(=O)c1sc(=S)n(-c2ccc(C)cc2)c1N	0%	-3	-3%	-13%	-3%	0%	-1%	-9%	0.3%	12%	-5
20	O=C(c1cc2ccccc2o1)N1CCN(c2cccc(Cl)c2)CC1	1%	.	0%	0%	0%	.	0%	1%	-1.1%	22%	1
21	O=C(c1cccnc1)N1CCN(CCCc2ccccc2)CC1	1%	2	5%	-7%	0%	-8%	-1%	6%	-0.1%	-23%	-1
22	Cc1ccc(C)c(N(C(=O)CNC(=O)c2ccco2)C(C(=O)NC2CCCCC2)c2cccnc2)c1 (stereo unspecified)	-2%	0	4%	0%	-2%	-23%	-4%	-1%	-0.1%	-11%	-9
23	Cc1ccc(C(=O)CSc2ccc(-c3ccncc3)nn2)cc1	-2%	-2	3%	0%	-2%	-11%	0%	-1%	0.4%	6%	-6
24	CC(=O)Nc1ccc(C(=O)N/C(=C/c2ccccc2)C(=O)Nc2cccc(C(=O)O)c2)cc1	0%	6	2%	0%	-1%	0%	7%	1%	-0.1%	11%	-17
25	C[C@H](NC(=O)c1ccccc1Cl)C(=O)NCc1cccs1	0%	1	0%	-2%	2%	-4%	-2%	-8%	-0.6%	0%	?
26	Cc1cccc(NC(=S)Nc2c(C)n(C)n(-c3ccccc3)c2=O)c1C	1%	2	-2%	0%	-1%	-10%	2%	-4%	9.0%	-13%	17
27	O=C(NCc1ccco1)C(=O)c1cn(CC(=O)N2CCCCCC2)c2ccccc12	-1%	-13	6%	-1%	-1%	-2%	4%	8%	0.1%	0%	-7
28	CC1CCCCN1CCCNC(=O)c1nn(C)c2c1CS(=O)(=O)c1ccccc1-2 (stereo unspecified)	6%	0	0%	0%	-2%	12%	-7%	1%[0.46 µM]	-0.2%	-28%	17
29	CC(C)c1ccccc1NC(=S)NC(C)c1ccccc1 (stereo unspecified)	0%	0	2%	2%	-3%	-8%	5%	1%	-0.5%	19%	26
30	Cc1ccc(C)c(S(=O)(=O)Nc2ccc(-n3cnnn3)cc2)c1	.	.	-2%	2%	-1%	.	1%	.	-1.0%	-15%	-5
31	O=C(Nc1nc(-c2ccccn2)cs1)c1cccc(S(=O)(=O)N2CCOCC2)c1	.	.	-7%	5%	-13%	.	-1%	.	-0.2%	-4%	0
32	NC(=O)C1(C(N)=O)OC1c1ccc(Cl)cc1Cl (stereo unspecified)	.	2	5%	-1%	-3%	.	-2%	-1%	-0.2%	11%	-11
33	C=CCN1C(=O)C(C)(C)N(C(=O)c2cccc([N+](=O)[O-])c2)c2ccccc21	-1%	-3	-2%	1%	-5%	-6%	2%	5%[11.5 µM]	-0.3%	15%	17
34	CC1(c2ccc([N+](=O)[O-])cc2)CC(C)(C)N(C(=O)c2ccccc2)c2ccccc21 (stereo unspecified)	-2%	2	.	0%	.	-16%	-5%	-2%	-0.5%	.	.
35	COc1ccc(C(=O)N/C(=C/c2ccco2)C(=O)NC2CCS(=O)(=O)C2)cc1 (stereo unspecified)	0%	0	2%	-4%	-1%	-5%	-2%	-5%	-0.1%	15%	-22
36	O=C(c1ccc(N2CCOCC2)cc1[N+](=O)[O-])N1CCOCC1	0%	0	0%	4%	-1%	3%	0%	0%	0.0%	?	2
37	CC(=O)Nc1ccc(S(=O)(=O)N[C@@H](C)C(=O)OCc2ccc(Cl)cc2)cc1	0%	3	-1%	5%	-3%	-24%	?	0%	-0.7%	8%	-8
38	O=C(NC(=S)Nc1ccc(N2CCOCC2)cc1)c1ccccc1	5%	0	-1%	-5%	1%	-21%	-5%	-20%	0.0%	2%	-4
39	CC(=O)Nc1ccc(N2CCc3c(C)c(C#N)c4nc5ccccc5n4c32)cc1	1%	0	.	5%	.	8%	1%	3%	0.1%	.	.
40	CCC(=O)c1ccc(CCCCCC(=O)O)s1	-3%	7	6%	-5%	-3%	18%	?	6%	-0.8%	11%	2

Assay outcomes: PubChem BioAssay, National Center for Advancing Translational Sciences (NCATS)

Some of the compounds tested, so the mix of outcomes need not match the whole.
